From PubChem
Arrestin-AP2 inh – human beta-arrestin and AP2 interaction inhibition | FITC-arrestin peptide / GST-AP2 beads, flow cytometry; AP2 beta2 appendage carries R879A mutation | inhibition, % at 10 µM | 340,000 tested, 0.31% active;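 active = inhibition above a set limit, near 3 SD of compounds lacking own fluorescence, cut at about 54% in these data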;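 also: plate controls were DMSO wells for no effect and 5 µM unlabelled arrestin peptide for full effect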
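System: GST-AP2 R879A glutathione beads; medium: PBS, Tween 20 0.05%, BSA 0.1%; reagent: fluorescein-tagged arrestin peptide at 50 nM final; schedule: pre-incubation 12 min, peptide binding 1 h, room temperature; detection: flow cytometry, FL1 (488/535 nm); read-out: inhibition as reduced fluorescein signal on beads, percent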
PvdQ inh – P. aeruginosa PvdQ acylase inhibition | purified PvdQ acylase, fluorescence plate reader | inhibition, % at 10 µM | AID 488965 | 340,000 tested, 0.063% active; in the data active = inhibition above about 30%, passing the limit was not always enough; inconclusive = no clear call, values can overlap the other calls;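 also: 0% = vehicle neutral wells and 100% = reference inhibitor wells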
DAGLB inh – diacylglycerol lipase beta (human) inhibition; Q8NCG7; HEK293T DAGLB membrane lysate, EnzChek fluorogenic substrate; inhibition, % at 5.17 µM; 340,000 tested, 0.059% active; in the data active = inhibition above about 34%;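 also: 0% = enzyme with vehicle and 100% = wells lacking enzyme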
SR-BI DiI inh – inhibitors of mouse SR-BI mediated HDL lipid uptake; AID 488896; 320,000 tested, 0.96% active; inhibition, % at 12.5 µM; Q61009; ldlA[mSR-BI] CHO cells, DiI-HDL uptake fluorescence, 3 h;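 active = mean replicate inhibition of at least 70% and a set share of replicates each scoring 70 or more; inconclusive = meets just one of the two criteria; inactive = fails both criteria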;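 also: 0% = median of neutral control wells and 100% = median of positive control wells; values of inactives mirror those of a sister screen read the other way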
Target sequence (Q61009 whole entry, looked up): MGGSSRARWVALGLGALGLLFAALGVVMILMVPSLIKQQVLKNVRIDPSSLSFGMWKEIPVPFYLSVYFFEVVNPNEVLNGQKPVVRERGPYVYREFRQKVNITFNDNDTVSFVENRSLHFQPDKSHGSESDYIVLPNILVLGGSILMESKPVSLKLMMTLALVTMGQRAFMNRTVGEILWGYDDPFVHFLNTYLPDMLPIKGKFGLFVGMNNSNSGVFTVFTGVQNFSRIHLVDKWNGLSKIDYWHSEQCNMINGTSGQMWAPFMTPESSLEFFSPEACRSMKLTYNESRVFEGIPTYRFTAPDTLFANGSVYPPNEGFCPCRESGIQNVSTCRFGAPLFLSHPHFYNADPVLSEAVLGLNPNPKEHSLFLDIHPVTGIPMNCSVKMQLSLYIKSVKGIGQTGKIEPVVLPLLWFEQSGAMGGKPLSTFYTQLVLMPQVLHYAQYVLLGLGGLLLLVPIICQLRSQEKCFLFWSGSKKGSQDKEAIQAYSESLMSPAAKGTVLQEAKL
Keap1 Nrf2 FP – disrupts human Keap1 binding to Nrf2 peptide; Keap1 Kelch-Nrf2 peptide fluorescence polarization, 1536-well; 340,000 tested, 0.15% active; inhibition, % at 9.4 µM; AID 504523; in the data active = inhibition above about 12%; inconclusive = no clear call, values can overlap the other calls; inactive = below about 7.3%;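 also: human Keap1 Kelch domain with fluorescein labeled Nrf2 9mer peptide probe; 0% = neutral control wells and 100% = peptide positive control; higher means more block of Keap1 binding to Nrf2 peptide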
PKA-R2B activ – activates the human PKA-R2B holoenzyme complex. 340,000 tested, 0.079% active. P22694+P31323. activation, % at 11.4 µM. PKA-R2B holoenzyme dissociation, Cy5-IP20 fluorescence polarization; R2B truncated from residue 108, S112A mutant; 0% DMSO only, 100% 113 µM cGMP. AID 504700;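 active = activation above a cutoff set at the mean over all compounds plus 3 SD, cut at about 18% in these data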;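 also: higher means more holoenzyme dissociation and a rise in polarization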
Target sequence (P31323 whole entry, looked up, other chains not shown, the tested form may be a part): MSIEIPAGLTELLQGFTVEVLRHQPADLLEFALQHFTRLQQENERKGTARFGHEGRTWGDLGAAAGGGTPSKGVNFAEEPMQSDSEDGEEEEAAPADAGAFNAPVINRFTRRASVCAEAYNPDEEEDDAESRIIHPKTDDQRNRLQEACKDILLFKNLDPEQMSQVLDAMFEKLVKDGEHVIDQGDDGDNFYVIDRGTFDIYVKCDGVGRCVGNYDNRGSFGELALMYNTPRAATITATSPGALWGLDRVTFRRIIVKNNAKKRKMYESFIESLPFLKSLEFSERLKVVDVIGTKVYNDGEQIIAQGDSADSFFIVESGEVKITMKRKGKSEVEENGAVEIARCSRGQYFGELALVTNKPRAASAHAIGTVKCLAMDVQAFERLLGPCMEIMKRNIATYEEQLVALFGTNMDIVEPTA
NSD2 HMT inh – inhibitors of human histone methyltransferase NSD2; O96028; NSD2 peptide methylation, AlphaScreen, 120 min; inhibition, % at 12.5 µM; 310,000 tested, 0.54% active; AID 743445; in the data active = inhibition above about 50%
SR-BI uptake up – activators of SR-BI mediated HDL lipid uptake | CHO ldlA[mSR-BI] cells, DiI-HDL uptake fluorescence, 3 h; 100 = double the neutral-control signal | activation, % at 12.5 µM | 320,000 tested, 0.096% active | AID 504775;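 active = mean replicate activation of at least 60% and every replicate at or above 60%; inconclusive = mean or all-replicate condition met, but not both; inactive = mean below 60% and not all replicates reaching 60%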;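 also: 0% = median plate neutral-control signal and 100% = twice that signal; values of inactives mirror those of a sister screen read the other way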
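Test system: SR-BI-overexpressing, LDLR-lacking CHO cells. Measured by: DiI fluorescence, bottom read. Medium: Ham's F12 with 0.5% BSA, HEPES 25 mM, pH 7.4. Timing: 3 h uptake period with compound, 37 °C.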
LANA DNA inh – blocks KSHV LANA C-terminal domain binding to DNA; MBP-C-LANA/FAM-LBS DNA binding, fluorescence polarization; inhibition, % at 9 µM; 340,000 tested, 0.078% active; AID 504423;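 active = highest replicate inhibition at or above 60% at 9 µM, even if other replicates fall short; inactive = all replicates below 60% inhibition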;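 also: 0% = neutral control wells and 100% = 4 µM acridine orange control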
Cardiac RTF inh – cardiac RTF calcium desensitization. 340,000 tested, 0.12% active. inhibition, % at 7.15 µM. IANBD-labeled cardiac RTF, Ca2+ fluorescence;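 active = inhibition above the mean inhibition of all tested compounds plus 3 SD, cut at about 17% in these data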;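 also: assay run at fixed EC70 calcium of 1.6 mM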
* = called active by the depositor; ? = inconclusive; · = no result given.

SMILES | Arrestin-AP2 inh | PvdQ inh | DAGLB inh | SR-BI DiI inh | Keap1 Nrf2 FP | PKA-R2B activ | NSD2 HMT inh | SR-BI uptake up | LANA DNA inh | Cardiac RTF inh
Cc1cc(C(=O)NNC2CC(=O)N(c3ccc4ccccc4c3)C2=O)c(C)o1 (stereo not drawn) | 7 | 9 | 3 | 2 | -6 | 1 | 0 | -2 | -1.9 | -1
O=C1NCCCC1C(=O)Nc1cccc(C(F)(F)F)c1 (stereo not drawn) | 16 | 1 | -2 | -20 | -4 | -1 | 0 | 20 | 1.4 | -1
CCC1CCC(NC2CCCCNC2=O)CC1 (stereo not drawn) | 1 | -14 | -3 | 57 | 2 | 2 | 5 | -57 | 0.6 | -3
Cc1csc2nc(CNS(=O)(=O)N(C)C)cn12 | -3 | -3 | -3 | -15 | 4 | 3 | · | 15 | 0.9 | -3
CCOc1ccc(NC(=O)[C@H](Cc2ccccc2)NC(=O)C2CCNCC2)cc1 | 47 | 3 | 0 | -7 | -3 | -3 | -6 | 7 | -0.7 | -2
Cc1cc(N2CCCCC2C)nc(-c2ccccc2O)n1 (stereo not drawn) | 16 | 2 | -14 | 33 | -3 | -7 | -6 | -33 | -2.9 | -3
O=C(COc1ccc(Br)cc1)NCCNC(=O)c1ccncc1 | -4 | -2 | 2 | -21 | 0 | -1 | -2 | 21 | -0.3 | -3
Cc1nn(-c2ccccc2)c(N)c1C(c1ccc(C(C)C)cc1)c1c(C)nn(-c2ccccc2)c1N | 8 | -4 | -1 | 21 | 0 | -6 | -1 | -21 | 0.6 | 4
Cc1ccc(Nc2nc(N)c([N+](=O)[O-])c(NCc3ccco3)n2)cc1C | 2 | -1 | -1 | 41 | -5 | -23 | -1 | -41 | 1.3 | 0
Cc1ccccc1NC(=O)CNc1ccccc1C(=O)NCc1ccco1 | 5 | -3 | -2 | 11 | -4 | 10 | 1 | -11 | -1.9 | -4
Cc1ccc(C(=O)NCCNS(=O)(=O)c2ccccc2[N+](=O)[O-])cc1 | -7 | -17 | -1 | -29 | 1 | 4 | -1 | 29 | -1.7 | -9
COc1ccc(C2C(C#N)=C(N)N(N(C)C)C3=C2C(=O)CCC3)cc1 (stereo not drawn) | -20 | -7 | -1 | -31 | 3 | 2 | -1 | 31 | -0.2 | -1
O=C(Cn1c(NCCCO)nc2ccccc21)c1ccc(Br)cc1 | -2 | 6 | 2 | -21 | -3 | -6 | 4 | 21 | -0.4 | 0
CCC(=O)N1c2ccc(S(=O)(=O)CCC(=O)Nc3nccs3)cc2CC1C (stereo not drawn) | 4 | -14 | -1 | -10 | -1 | -7 | · | 10 | 0.2 | -4
O=C(CC1(O)C(=O)c2ccccc2C1=O)c1ccccc1 | 4 | -10 | 2 | -19 | -2 | -3 | 4 | 19 | 0.5 | -21
Brc1cccc(-c2nc3cccnc3nc2-c2cccc(Br)c2)c1 | 20 | -3 | 0 | 16 | 3 | 11 | 5 | -16 | -3.3 | -11
COc1ccc(C2(C)NC(=O)N(CC(=O)c3cc(C)n(C4CC4)c3C)C2=O)cc1 (stereo not drawn) | -2 | -7 | -1 | 5 | -3 | 0 | · | -5 | 1.9 | 1
COc1c2c(c(C)c3c1C(=O)OC3)O[C@@]1(C)CC[C@@]3(O)C(C)(C)OC(=O)CC[C@]3(C)[C@H]1C2 | 24 | 1 | -2 | -19 | -5 | -8 | · | 19 | 2.6 | -5
O=C(CN1CCN(S(=O)(=O)c2cccc(Br)c2)CC1)N1CCCCC1 | 23 | 5 | -1 | -10 | 2 | 2 | -2 | 10 | -1.3 | 3
C/C(=N\NC(=O)COc1ccccc1[N+](=O)[O-])c1cccc(NC(=O)c2ccncc2)c1 | -3 | -7 | 2 | 81* | 0 | 2 | 0 | -81 | -1.6 | -3
CCOc1ccc(S(=O)(=O)N2CCN(C(=O)c3ccccc3Cc3ccccc3)CC2)cc1 | 3 | -15 | -3 | -11 | -7 | -9 | 2 | 11 | -0.1 | 1
Cc1cccc(Cn2c(N3CCN(C)CC3)nc3c2c(=O)[nH]c(=O)n3C)c1 | -5 | -8 | 2 | -11 | 2 | 5 | 10 | 11 | -2.3 | 2
CCC(=O)n1nc(NCc2ccccc2OC)nc1NCc1ccccc1OC | 17 | 7 | -14 | 57 | -2 | -15 | 0 | -57 | 0.7 | -6
O=C1/C(=C\c2cccnc2)SC(=S)N1c1ccc(F)cc1 | 5 | -7 | -1 | -22 | -6 | 1 | -1 | 22 | -0.8 | -8
C=CCN(CC=C)S(=O)(=O)c1ccc(NC(=S)NC(=O)C2CC2)cc1 | -1 | 12 | -1 | 39 | -4 | -4 | 1 | -39 | 0.3 | 4
SMILES | Arrestin-AP2 inh | PvdQ inh | DAGLB inh | SR-BI DiI inh | Keap1 Nrf2 FP | PKA-R2B activ | NSD2 HMT inh | SR-BI uptake up | LANA DNA inh | Cardiac RTF inh
CC(=O)N1N=C(c2ccccc2)CC1c1ccccc1[N+](=O)[O-] (stereo not drawn) | 4 | -3 | -1 | 8 | 0 | -7 | 1 | -8 | 2.5 | 0
Brc1ccccc1-n1nnc(-c2nccs2)n1 | 8 | 8 | -3 | 4 | 0 | 1 | · | -4 | 1.0 | -15
O=C(CCCSc1ccccc1)Nc1nc(-c2ccco2)c(-c2ccco2)s1 | 16 | -3 | -1 | 20 | -1 | 3 | -2 | -20 | -1.9 | 0
CC(Sc1ccc(S(=O)(=O)N2CCOCC2)cn1)c1ccccc1Cl (stereo not drawn) | 3 | -4 | -4 | 5 | -6 | 4 | 2 | -5 | -0.3 | 3
CCCCCNC(=O)N[C@H](C(=O)O)C(C)C | -14 | -9 | -2 | 4 | -2 | -12 | -3 | -4 | -0.5 | -10
OCCC1CN(Cc2cn[nH]c2C2CCCCC2)CCN1C1CCCC1 (stereo not drawn) | -24 | -8 | 3 | 8 | -6 | -11 | 3 | -8 | 0.0 | -5
CC(C)CCNC(=O)COc1ccc(C(=O)c2ccccc2)cc1 | 16 | -11 | -5 | -4 | -4 | 6 | -2 | 4 | 0.0 | 2
COc1ccc(-c2c3c(=O)n(C)c(=O)n(C)c3cn2-c2cccc(OC)c2)cc1 | -15 | -10 | -3 | -9 | 1 | -18 | · | 9 | -0.2 | -3
Cc1ccc(-c2nnc(-c3ccc(NC(=O)Cc4cccs4)cc3)o2)cc1 | 6 | 5 | 2 | 19 | -2 | -10 | -1 | -19 | 0.3 | 0
CCCN(CCC)S(=O)(=O)c1ccc(NC(=O)c2cc(C(=O)OC)cc([N+](=O)[O-])c2)cc1 | -4 | -4 | -2 | ? | -7 | 0 | 1 | -71 | 0.7 | -5
COc1ccc(N2CCCn3c2nc2c3c(=O)n(Cc3ccccc3F)c(=O)n2C)c(OC)c1 | 0 | -14 | -3 | 9 | 1 | 1 | 5 | -9 | 0.1 | -5
COc1cccc(/C=N/NC(=O)c2ccc(-n3cnnn3)cc2)c1 | 10 | -5 | 1 | 25 | -2 | -6 | -3 | -25 | 0.7 | -25
COc1cc(C(=O)OCC(=O)NC(=O)NCc2ccccc2)ccc1OC(F)F | 24 | 10 | -3 | -12 | 4 | 7 | -1 | 12 | -2.6 | -2
COc1ccc(OC)c(CCNC(=O)C2CCN(c3ncnc4c3nc3n4CCCCC3)CC2)c1 | -14 | -12 | 1 | 2 | 0 | 3 | · | -2 | 2.3 | -7
O=C(Cc1ccccc1)c1c[nH]c(C(=O)O)c1 | 7 | 16 | 0 | -9 | -3 | -5 | -1 | 9 | 1.2 | -5
Cc1ccc(S(=O)(=O)N[C@@H](C)C(=O)N2CCC(C(=O)N3CCC[C@H]3C(=O)O)CC2)cc1 | 11 | 2 | 4 | -14 | -2 | -2 | 5 | 18 | 0.7 | -5
Cc1[nH]c(=S)c(C#N)c2c1CCCC2 | -15 | 15 | -5 | 28 | -3 | 1 | -2 | -28 | -1.9 | 4
O=C(CCN1C(=O)COc2ccccc21)NCCCN1CCN(c2ccc(F)cc2)CC1 | 4 | -13 | 4 | -11 | 0 | 12 | 10 | 11 | 0.5 | -7
CC(C)c1cc(-c2n[nH]c(=S)n2Cc2ccccc2)cs1 | -5 | -8 | -3 | -13 | 8 | -4 | -1 | 13 | 0.7 | -5
COCCn1c(C)cc(C(=O)COC(=O)c2ccc(Cl)c(S(N)(=O)=O)c2)c1C | 23 | -1 | -1 | 49 | -7 | -3 | 5 | -49 | 1.6 | -13
N#Cc1ccc(C23OCCN2CCn2nc4ccccc4c23)cc1 (stereo not drawn) | -4 | 2 | -2 | -16 | -1 | 0 | · | 16 | 1.2 | -3
S=C(NCc1ccncc1)NC1CCCC1 | 35 | 10 | 0 | -11 | -1 | -6 | 1 | 11 | 0.0 | -13
CC(=O)Nc1cc(C(=O)NCCN2CCN(Cc3ccccc3)CC2)ccc1Sc1ccc(C)cc1 | 9 | -2 | -1 | -10 | 1 | -4 | 1 | 10 | 1.0 | 2
COc1cc(OC)c(S(=O)(=O)Nc2ccccc2N2CCOCC2)cc1NC(C)=O | 1 | 9 | 2 | -2 | -1 | -2 | -1 | 2 | 0.8 | -2
Cc1ccc(S(=O)(=O)Nc2ccc3c(c2)C(=O)N([C@H](C)CO)C[C@@H](C)[C@@H](CN(C)C(=O)Nc2cccc4ccccc24)O3)cc1 | -5 | -15 | 0 | -2 | -6 | 1 | · | 2 | 2.8 | -13
COc1ccc(NS(=O)(=O)c2cccc(C(=O)NCC3CCCO3)c2)cc1 (stereo not drawn) | -5 | -5 | 2 | -18 | -2 | -2 | -1 | 18 | -2.1 | -4
O=C(NCCCC1CCCC1)C1CCC(=O)N(Cc2ccccc2F)C1 (stereo not drawn) | -9 | -12 | -1 | -1 | -3 | -5 | -5 | 1 | 1.9 | -8
COc1ccc(CN2C3CCC2CC(NC(=O)c2cccc(F)c2)C3)cc1 (stereo not drawn) | -3 | -15 | 2 | 3 | 0 | 9 | -5 | -3 | -0.7 | -3
CC(NC(=O)COC(=O)c1ccc(N(C)C)cc1)c1ccccc1 (stereo not drawn) | 10 | -1 | 0 | -6 | 3 | 1 | -3 | 6 | 1.6 | -5
COc1ccc(SCCN2CC[C@@H](C(C)(C)C)CCC2=O)cc1 | 30 | 5 | -5 | -14 | 4 | -8 | · | 14 | 1.4 | -3

An excerpt from above in order of the LANA DNA inh value, falling.
canonical_smiles	LANA DNA inh
Brc1ccccc1-n1nnc(-c2nccs2)n1	1.0
S=C(NCc1ccncc1)NC1CCCC1	0.0
CC(Sc1ccc(S(=O)(=O)N2CCOCC2)cn1)c1ccccc1Cl (stereo not drawn)	-0.3
